# Compound activity deposited in PubChem by National Center for Advancing Translational Sciences (NCATS).
# TbPYK inhibitor = qHTS of Trypanosoma Brucei Inhibitors. TbPYK enzyme, Kinase-Glo Plus ATP luminescence, 45 min. Potency, µM (doses to about 76.8 µM), for inactives: top-dose activity, negative = inhibition, usual class: inhibitors. 410,000 compounds, 0.12% hits; note: potency is the fitted concentration of half-maximal effect; % is set by controls: 0 for no effect and ±100 for the full control effect; nearly all actives have a fitted effect of over 50% in size
#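 In this concentration-response screen, enzyme-free wells defined baseline while DMSO plates tracked drift. Each reaction combined TbPYK, substrate, compound and 130 uM ADP for 45 min at room temperature. Kinase-Glo Plus luminescence gave the signal.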
# Pf growth 96h = Primary qHTS for delayed death inhibitors of the malarial parasite plastid, 96 hour incubation. P. falciparum luciferase reporter growth, 96 h. Potency, µM (titrated, usually from 28.7 µM), without a hit: top-dose activity change, negative = inhibition, hits mostly inhibitors. 320,000 compounds, 6.9% hits. AID 504834, 2011; note: potency is the fitted concentration of half-maximal effect; % is set by controls: 0 for no effect and ±100 for the full control effect
#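 Luminescence readout: decreased luciferase signal marks inhibited growth of reporter-expressing P. falciparum in infected red cells (2% hematocrit, 0.05% parasitemia final), exposed to compound two generations (96 h, 37 C, 5% CO2).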
# LmPK inhibitor = qHTS Assay for Inhibitors of Leishmania Mexicana Pyruvate Kinase (LmPK) | Potency, µM (series often up to 57.5 µM), without a hit: top-dose activity change, negative = inhibition, actives largely listed as inhibitors | Q27686 | AID 1721, 2009 | purified LmPK, Kinase-Glo ATP luminescence, 1 h | 290,000 compounds, 0.37% hits; note: potency is the fitted concentration of half-maximal effect; % is set by controls: 0 for no effect and ±100 for the full control effect
# Target sequence (Q27686 whole entry, looked up): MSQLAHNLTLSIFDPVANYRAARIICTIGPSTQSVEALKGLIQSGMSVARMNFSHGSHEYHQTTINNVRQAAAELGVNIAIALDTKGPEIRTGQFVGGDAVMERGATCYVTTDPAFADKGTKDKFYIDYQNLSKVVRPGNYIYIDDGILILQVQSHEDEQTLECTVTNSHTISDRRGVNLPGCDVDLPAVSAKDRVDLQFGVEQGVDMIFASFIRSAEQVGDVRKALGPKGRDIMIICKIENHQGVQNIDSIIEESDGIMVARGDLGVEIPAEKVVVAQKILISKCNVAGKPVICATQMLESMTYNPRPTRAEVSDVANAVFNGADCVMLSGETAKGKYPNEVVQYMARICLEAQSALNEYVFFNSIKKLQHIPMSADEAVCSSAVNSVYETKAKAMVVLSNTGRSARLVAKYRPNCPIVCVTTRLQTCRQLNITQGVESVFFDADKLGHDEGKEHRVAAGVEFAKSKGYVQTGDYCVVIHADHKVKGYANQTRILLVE
#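 qHTS format; LmPK 0.1 nM; substrates PEP 0.5 mM and ADP 0.1 mM. One-hour room-temperature incubation, then coupled luciferase luminescence; 0.5 nM enzyme wells mark activation.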
# Shiga inhibitor = A qHTS for Small Molecule Inhibitors of Shiga Toxin | Vero cells, Shiga toxin protein synthesis inhibition reporter | inhibition, % at 38.7 µM | 290,000 compounds, 9.2% hits | AID 2315, 2010; in the data active = inhibition mostly above about 28%, no sharp cut-off; inactive = mostly below about 43%; note: 0% is about no effect
# Pf growth 48h = Primary qHTS for delayed death inhibitors of the malarial parasite plastid, 48 hour incubation. P. falciparum luciferase growth in erythrocytes, 48 h. Potency, µM (top dose mostly 28.7 µM), for the others: at the highest dose activity change, negative = inhibition, hits mostly inhibitors. 310,000 compounds, 5.9% hits; note: potency is the fitted concentration of half-maximal effect; % is set by controls: 0 for no effect and ±100 for the full control effect
#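 In quantitative HTS format, infected erythrocytes bearing luciferase-reporter parasites were treated for a single generation at 37 C. Luminescence after adding detection reagent served as the growth measure.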
# Cycloheximide cs = Cycloheximide Counterscreen for Small Molecule Inhibitors of Shiga Toxin | cell reporter, cycloheximide protein synthesis inhibition counterscreen | max response, % | 300,000 compounds, 12% hits | AID 2314, 2010; in the data active = max response mostly above about 13%, no sharp cut-off; inactive = mostly below about 14%; note: read at 38.3 µM for the half of the compounds with a filed dose; 0% is about no effect
# AmpC no deterg = qHTS Inhibitors of AmpC Beta-Lactamase (assay without detergent); Potency, µM (doses to about 57.1 µM), for the others: at the top dose activity change, negative = inhibition, hits mostly inhibitors; 330,000 compounds, 0.52% hits; P00811; AmpC nitrocefin hydrolysis, absorbance 480 nm, 0.0001% Triton;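 note: potency is the fitted concentration of half-maximal effect; plate controls were no compound for no effect and no enzyme for full effect; nearly all actives have a fitted effect of over 20% in size; some results filed as inactive show a strong effect at the top dose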
# Target sequence (P00811 whole entry, looked up): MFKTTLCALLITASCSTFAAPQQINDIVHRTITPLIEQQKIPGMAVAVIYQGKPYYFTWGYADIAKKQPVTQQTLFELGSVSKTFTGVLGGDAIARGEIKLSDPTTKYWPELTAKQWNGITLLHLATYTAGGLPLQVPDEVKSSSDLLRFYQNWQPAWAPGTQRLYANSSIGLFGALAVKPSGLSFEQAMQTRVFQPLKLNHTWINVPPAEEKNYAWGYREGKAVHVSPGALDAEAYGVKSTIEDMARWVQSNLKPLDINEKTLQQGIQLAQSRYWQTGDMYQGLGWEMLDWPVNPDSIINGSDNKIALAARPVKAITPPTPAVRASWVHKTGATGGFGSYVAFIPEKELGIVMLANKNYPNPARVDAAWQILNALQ
#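 AmpC (5.3 nM in the dispensed reagent) in 20 mM phosphate pH 7.0 with 0.01% (detergent screen) or 0.0001% Triton X-100 was preincubated with compounds for 15 min at room temperature. Nitrocefin was then added from an 800 uM solution, and hydrolysis was followed at 480 nm.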
# Starred values were filed as active, the others as inactive; ? = inconclusive; · = not tested or not shown; [ ] = dose if it differs, or a comment. Unless noted, calls come from the whole dose curve; as a rule, active = well fitted curve in the direction sought with a large enough effect; inconclusive = small, poorly fitted or top-dose-only effect, or another doubt; inactive = no such curve, though single readings can be large; an effect the other way counts as inactive or inconclusive. This is a random part of the collection, and some 22% of all compounds hit somewhere here.
# Sample of the layout:
canonical_smiles | TbPYK inhibitor | Pf growth 96h | LmPK inhibitor | Shiga inhibitor | Pf growth 48h | Cycloheximide cs | AmpC no deterg
CCN(CC)CC(C(=O)N(CC)CC)P(=O)(c1ccccc1)c1ccccc1 (centres undefined) | -13.0% | ? | -2.1% | 3.9 | · | 11.6 | 12.6%
O=C(NCCOc1ccc2ccccc2c1)c1cncc(Br)c1 | 3.6% | 14.7% | 4.0% | -0.9 | 9.5% | -1.7 | -18.7%
O=S(=O)(c1ccc(Br)cc1)n1ccc2ccccc21 | 8.3% | 2.62µM* | -0.3% | -14.5 | 0.0% | -2.9 | -21.5%
NC(=O)c1c(NC(=O)Cn2cnc([N+](=O)[O-])n2)sc2c1CCCC2 | -8.0% | 34.2%[activator] | 3.4% | 1.5 | -4.8% | -3.2 | -21.3%
O=S(=O)(c1ccc(Cl)cc1)N1CCN2CCCC2C1 (centres undefined) | 0.0% | -1.3% | 0.9% | -14.5 | 65.9%[activator] | -1.2 | 36.0%
Cc1ccc(C)c(NC(=O)CCC(=O)N2CCOc3ccccc32)c1 | 5.6% | 2.3% | -0.9% | 0.9 | -0.3% | -0.2 | -0.2%

# The listing, previewed entries included:
canonical_smiles | TbPYK inhibitor | Pf growth 96h | LmPK inhibitor | Shiga inhibitor | Pf growth 48h | Cycloheximide cs | AmpC no deterg
CCN(CC)CC(C(=O)N(CC)CC)P(=O)(c1ccccc1)c1ccccc1 (centres undefined) | -13.0% | ? | -2.1% | 3.9 | · | 11.6 | 12.6%
O=C(NCCOc1ccc2ccccc2c1)c1cncc(Br)c1 | 3.6% | 14.7% | 4.0% | -0.9 | 9.5% | -1.7 | -18.7%
O=S(=O)(c1ccc(Br)cc1)n1ccc2ccccc21 | 8.3% | 2.62µM* | -0.3% | -14.5 | 0.0% | -2.9 | -21.5%
NC(=O)c1c(NC(=O)Cn2cnc([N+](=O)[O-])n2)sc2c1CCCC2 | -8.0% | 34.2%[activator] | 3.4% | 1.5 | -4.8% | -3.2 | -21.3%
O=S(=O)(c1ccc(Cl)cc1)N1CCN2CCCC2C1 (centres undefined) | 0.0% | -1.3% | 0.9% | -14.5 | 65.9%[activator] | -1.2 | 36.0%
Cc1ccc(C)c(NC(=O)CCC(=O)N2CCOc3ccccc32)c1 | 5.6% | 2.3% | -0.9% | 0.9 | -0.3% | -0.2 | -0.2%
O=C(/C=C/c1ccccc1)NC(=S)Nc1ccc2c3c(cccc13)CC2 | -3.1% | 17.0% | 3.3% | -3.2 | 25.0% | -4.1 | 15.1%[2.29 µM]
COc1ccc(C(=O)Nc2c(C)cc(C)cc2C)cc1OC | 2.0% | -19.8% | 0.4% | 19.1 | 28.9% | 3.6 | -3.5%
CCCCCCSc1nnc(N)s1 | 1.5% | 5.5% | -4.0% | 6.7 | 1.6% | 16.0 | -19.3%
O=C(CN(C1CCCCC1)S(=O)(=O)c1ccccc1)N1CCCC1 | 0.8% | -1.4% | 5.7% | -2.9 | 4.6% | -2.4 | -4.7%
C/C(=N/NC(=O)c1ccc(Cn2cccn2)o1)c1cccc(NC(=O)c2ccncc2)c1 | -2.2% | 0.0% | -2.0% | 10.6 | -25.4% | 18.7* | -7.7%
CCOc1nc(-c2ccccc2O)nc2ccccc12 | -2.8% | 19.2% | -5.8% | -3.4 | 22.8% | 1.9 | -16.3%
CCCn1c(SCC(=O)NC)nnc1C(C)C | 1.9% | -5.3% | -2.3% | 25.4 | 12.7% | -2.6 | -25.7%
COc1ccc(CNC(=O)Cc2ccc(NC(=O)C3=C(C)OCCS3)cc2)cc1 | -2.6% | ? | -9.6% | 56.3* | 100.4%[activator] | 19.4* | -41.8%
Cc1nn2c(-c3ccc(F)cc3)ccnc2c1Cl | -0.9% | 19.0% | 3.7% | 30.3 | 6.7% | 9.5 | -17.6%
CN1CCN(S(=O)(=O)c2ccc(NC(=S)NC(=O)C3CCCC3)cc2)CC1 | 2.7% | 38.8%[activator] | -1.7% | -3.8 | -0.5% | 3.1 | 4.6%
Cc1cccc(Nc2nc(N)nc(CN3CCN(C)CC3)n2)c1 | 0.1% | · | 5.4% | -11.7 | 16.0% | -5.8 | -17.6%
NC1CCN(c2c(F)cc3c(=O)c(C(=O)O)cn(C4CC4)c3c2Cl)C1 (centres undefined) | -24.0% | 0.738µM* | -2.8% | -18.7 | 5.86µM* | -2.3 | -1.9%
CCOc1cc2[nH]c(=O)n(CCC(=O)NCCc3ccccc3)c(=O)c2cc1OCC | -2.4% | -59.6% | 5.6% | 40.3 | -2.8% | -2.5 | -2.0%
CCC(C(=O)NC1CCCC1)N(C(=O)Cn1nnc(-c2ccc(C)o2)n1)c1cccc(OC)c1 (centres undefined) | -2.0% | ? | -0.1% | 9.2 | ? | -2.4 | 80.6%[activator]
N#Cc1c(N)n(CCNC(=O)c2cccs2)c2nc3ccccc3nc12 | -11.0% | · | 7.5% | -17.4 | ? | 2.0 | -31.2%
CO/N=C/c1ccc(N2CCCC2)c([N+](=O)[O-])c1 | 1.1% | 46.9%[activator] | -0.2% | 52.7 | 233.0%[activator] | 31.2* | -6.9%
O=C(NC(Cc1ccccc1)C(=O)N1CCCCC1)c1ccccc1 (centres undefined) | 1.9% | 8.5% | · | · | 0.3% | · | -26.9%
O=C(Nc1ccccc1Cl)OCc1cncs1 | 0.7% | 52.5%[activator] | -2.6% | 22.5 | 23.5% | 17.4* | -17.2%
Cc1ccc(-c2c(C(=O)N/N=C/c3cccs3)nnn2-c2nonc2N)cc1 | -1.2% | 1.17µM* | -4.1% | -7.5 | ? | -9.7 | -49.9%
Cc1ccc(S(=O)(=O)N(C)c2ccc(OCC(=O)OCc3c(C)noc3C)cc2)cc1 | 0.8% | ? | 6.6% | -2.9 | -18.8% | 1.8 | 37.9%
COc1ccc(-c2cc(C(=O)NNC(=S)NC(=O)c3c(-c4ccccc4)noc3C)[nH]n2)cc1 | -6.0% | ? | -0.8% | 106.3* | ? | 19.4* | -31.7%[2.29 µM]
CC(=O)Nc1ccc(NC(=O)CCC(=O)Oc2ccc(C)cc2)cc1 | 0.0% | 39.1%[activator] | 2.4% | -3.9 | -0.5% | 4.0 | -14.7%
O=C(Nc1ccccc1)c1nc[nH]c1C(=O)N1CCc2ccccc2C1 | -4.7% | ? | · | · | 15.3% | · | -7.0%
COCCN(CC(=O)Nc1ccccc1C(F)(F)F)C(=O)/C=C/c1cc(Cl)c2c(c1)OCO2 | -7.2% | ? | · | · | ? | · | 97.0%[activator]
CC(C)(C)OC(=O)N[C@@H](Cc1c[nH]c2ccccc12)c1nnc(SCC(N)=O)o1 | 3.9% | -31.9% | 2.0% | -9.1 | -15.0% | 1.3 | 7.3%
COc1cc([C@@H]2c3cc4c(cc3[C@@H](O)[C@H]3COC(=O)[C@H]23)OCO4)cc(OC)c1O[Si](C)(C)C(C)(C)C | -0.1% | 8.28µM* | 4.6% | -1.9 | 7.38µM* | -4.9 | 55.7%
CCOC(=O)Cn1c(=O)oc2cc(S(=O)(=O)N3CCN(c4ccccn4)CC3)ccc21 | -0.3% | ? | 5.9% | -11.2 | · | -6.4 | -1.1%
Cn1c(SCc2cccc3ccccc23)nnc1-c1ccco1 | -17.4% | -31.4% | -4.0% | 6.2 | ? | 6.2 | 0.2%
CSc1nnc(-c2ccc(O)cc2)n1C | -2.2% | ? | 4.4% | -8.1 | -3.3% | -0.5 | 0.2%
O=C(c1ccc(Br)o1)N(c1ccccn1)C1CCCCC1 | -15.9% | -7.0% | 3.2% | 8.8 | -12.5% | 0.6 | -11.4%
O=C(NCCCN1CCOCC1)c1cc(-c2ccc(Br)cc2)nc2ccccc12 | 0.4% | ? | · | · | ? | · | 213.0%[activator]
O=Cc1ccc(-c2ccccc2C(=O)O)o1 | -7.5% | 0.9% | 12.9% | 16.5 | 15.5% | -3.5 | -25.4%
COc1ccc(N(CC(=O)N2CCCC2)S(C)(=O)=O)cc1 | 1.4% | -3.2% | -1.6% | -8.8 | 38.1% | 1.3 | -4.2%
Cc1cc(C(=O)COC(=O)c2ccc(NC(=O)CC#N)cc2)c(C)n1CCc1ccc(F)cc1 | 3.7% | ? | · | · | ? | · | -56.8%
Cc1ccc(CNC(=O)c2c(C)cc(=O)oc2C)cc1 | -0.4% | 24.4% | -2.8% | -17.4 | -1.0% | 0.9 | -10.3%
COc1cc(/C=N/N2C(=O)CSC2=S)cc(Br)c1O | -14.6% | 5.1% | -0.4% | 5.3 | 0.0% | -2.1 | -52.7%
O=C(COC(=O)CNS(=O)(=O)c1ccc(Br)cc1Cl)NCCc1ccccc1 | 1.0% | 23.0% | -0.4% | -2.4 | 8.2% | -2.8 | 14.2%
CCc1cccc(NC(=O)Cn2cccc2)c1 | 2.2% | 4.65µM* | -0.9% | 15.9 | 72.1%[activator] | 15.4 | -2.8%
Cc1cc(C(C)C)n2c(nc3ccccc32)c1C#N | · | -13.6% | 9.7% | -12.8 | 36.7%[activator] | -3.6 | -13.2%
CC(=O)Nc1cccc(C(=O)OCc2ccc([N+](=O)[O-])cc2)c1 | 2.0% | -13.2% | -0.9% | -4.6 | 1.9% | -3.5 | -21.1%
COc1cc2nc(Nc3ccc(C)c(Cl)c3)nc(N)c2cc1OC | -0.9% | 41.3%[activator] | -0.4% | 20.0 | 0.586µM* | 10.9 | 44.3%
O=[N+]([O-])c1cc(S(=O)(=O)N2CCCC2)ccc1N/N=C1/CCCc2ccccc21 | -6.1% | ? | -4.3% | -2.9 | ? | -5.8 | -24.9%
CCOC(=O)CC1C(=O)NCCN1c1nc2ccc(C)cn2c(=O)c1/C=C1\SC(=S)N(CC(C)C)C1=O (centres undefined) | -2.2% | ? | -0.4% | -7.2 | ? | -0.8 | 12.1%
Cn1nccc1C(=O)N1CCN(c2cccc(C(F)(F)F)c2)CC1 | 0.6% | 24.5% | -4.7% | 11.1 | 0.5% | 4.4 | -0.5%
Cc1nccn1CC(O)COc1ccc(Cl)cc1Cl (centres undefined) | -4.4% | ? | -7.0% | -2.1 | 4.7% | -3.5 | -17.1%
COC(=O)C1Sc2[nH]c(=O)sc2C2c3ccccc3OC(=O)C12 (centres undefined) | · | ? | -0.4% | -10.0 | 26.6% | -1.3 | -26.6%
C=CCc1cccc2cc(C(=O)N3CCN(C(=O)c4ccccc4)CC3)c(=O)oc12 | -2.4% | 59.0%[activator] | 0.1% | -3.7 | ? | -4.2 | 9.9%
CC1=CC(=O)C(C(C)C)=C/C1=N\OC(=O)c1cccc2nc(C)oc12 | 7.7% | ? | -3.4% | -5.5 | 10.2% | -3.1 | -19.1%
CN(C)CCCN(C(=O)c1ccc(S(=O)(=O)N(C)C2CCCCC2)cc1)c1nc2ccc(F)cc2s1 | 0.8% | ? | -5.1% | 4.5 | ? | -2.6 | 151.4%[activator]
CCN1CCN(C(=O)c2nn(-c3ccccc3)c(=O)c3ccccc23)CC1 | 0.4% | · | 0.5% | -3.3 | 0.5% | -5.3 | -17.4%
O=c1c(-c2cccc3ccccc23)[n+]([O-])c2ccccc2n1O | -2.9% | 41.2%[activator] | -0.7% | -9.6 | 12.8% | -1.7 | -19.8%
